Source: PubChem BioAssay (Sanford-Burnham Center for Chemical Genomics)
H9c2 TAG inh – triacylglycerol accumulation inhibition; H9c2 cells, Nile Red lipid (TAG) fluorescence; cells loaded with 200 µM oleic acid; 230,000 tested, 0.66% active; AID 651582; inhibition, % at 12.5 µM;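 active = pattern-corrected inhibition of lipid staining of at least 50% with the nuclear-stain viability signal not falling by more than 50%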;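 note: 0% = DMSO wells and 100% = triacsin C control wells; some results filed as inactive read as strong as hits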
H9c2 TAG inh DAPI viability – recorded beside H9c2 TAG inh, whose call it bears; DAPI nuclei signal change (viability), lower = more cytotoxic, %;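 whole-well DAPI fluorescence read on a plate reader as a viability signal; minus 50 percent equals half of cells still viable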
Numbers without * were called inactive.

SMILES	H9c2 TAG inh	H9c2 TAG inh DAPI viability
Cc1nc(Cc2nnc(SC(C)C(=O)Nc3cccc(C#N)c3)o2)cs1 (stereo not given)	5.0	1.1
CN1CCN(c2oc(-c3ccccc3)nc2S(=O)(=O)c2ccccc2)CC1	-11.1	10.4
COc1ccc(Br)cc1CNC(C)c1ccccc1 (stereo not given)	-6.3	8.9
CC(=O)NCCNc1nc2cc(-c3ccc4c(ccn4C)c3)sc2c(=O)n1C	11.2	2.1
S=C(c1ccco1)N1CCOCC1	0.3	3.0
COCCN=C1NN=C(c2ccc(NC(C)=O)cc2)CS1	6.1	-2.0
Cc1c(C(=O)OC(C)CCN(C)C)oc2ccccc12 (stereo not given)	19.6	-1.6
Cc1cscc1-c1cc2nc(NCCCN(C)C)n(C)c(=O)c2s1	25.9	5.3
Cc1c(Cl)c(C(F)(F)F)nn1CC(=O)N1CCSCC1	4.3	1.0
NS(=O)(=O)c1ccc(N/N=C/c2ccc[nH]2)c([N+](=O)[O-])c1	7.5	1.0
O=C(Cn1cc(C(=O)C(F)(F)F)c2ccccc21)NCc1ccco1	-9.9	3.7
COC(=O)c1ccc(OCCN2CCCCCC2)cc1	12.3	-15.1
CC(OC(=O)C1CC(=O)N(Cc2ccccc2)C1)C(=O)Nc1ccc(F)cc1Cl (stereo not given)	-5.6	7.0
COc1cccc(CNC(=S)Nc2ccc3c(c2)c(=O)n(C)n3Cc2csc(C)n2)c1	-1.9	4.7
CC1CN(C(=O)c2cccc(S(=O)(=O)Nc3ccccc3Cl)c2)CC(C)O1 (stereo not given)	40.4	-24.6
CC(C)NC(=O)NC(=O)COc1ccc(Br)cc1Br	1.4	-4.8
O=C1C2CCC(C(O)C2)N1Cc1ccccc1 (stereo not given)	-8.1	4.7
Cn1c(=O)c2nc(SCc3ccccc3)n(C)c2n(C)c1=O	0.3	-1.7
O=C(O)Cn1c2ccccc2c2nc3ccccc3nc21	0.0	10.6
Cc1csc(=O)n1CC(=O)OCC(=O)NNC(=O)c1ccc([N+](=O)[O-])cc1	-3.4	5.6
COCCN(C(=O)CSc1nnc(C)n1Cc1ccccc1)c1c(N)n(CC(C)C)c(=O)[nH]c1=O	-11.3	2.3
COc1ccc([C@H]2CC(=O)C=C(c3ccc(-c4ccccc4)cc3)C2)cc1OC	4.8	0.3
O=C(NCCN1CCNCC1)c1ccccc1O	-10.8	8.9
CCOC(=O)/C=c1\s/c(=C\c2ccc3cc(OC)ccc3c2)c(=O)n1CC(=O)NCc1ccc2c(c1)OCO2	3.6	25.8
COc1ccc(Nc2cc(C(=O)NCCCN3CCN(C)CC3)c3ccccc3n2)cc1OC	-8.1	3.8
Cc1oc(-c2ccc(-c3ccccc3)cc2)nc1CN1CCN(CC(=O)N(C)C)CC1	1.7	-6.0
COc1cccc(CN(C)CC(=O)NCc2ccccc2Cl)c1OC	-1.7	-0.6
CCN(CC)c1ccc(N=Cc2ccc([N+](=O)[O-])o2)cc1	51.8*	-11.0*
COc1ccc(NC(=O)c2ccc(C)cc2Cl)c([N+](=O)[O-])c1	-18.8	-2.6
Cn1c(=O)c2c(-c3cccc(Br)c3)c(C#N)c(N)nc2n(C)c1=O	8.9	6.5
C[C@H](NC(=O)c1nc[nH]c1C(=O)NCCCCCNC(=O)OC(C)(C)C)c1ccccc1	-11.4	3.2
Cc1ccc(CC(=O)N2CCOCC2)cc1	-6.0	-2.9
Cc1sc2nc(CN3CCCC3)nc(N3CCN(S(=O)(=O)c4ccccc4)CC3)c2c1C	10.7	5.3
Cc1ccccc1NC(=O)c1nc[nH]c1C(=O)NCc1ccccc1	-44.0	0.0
Cc1cccc(NC(=O)Cn2cc([N+](=O)[O-])cn2)n1	-7.3	-4.3
CCc1ccc(OCCNC(=O)c2ccco2)cc1	7.2	4.9
COc1ccc(-c2oc(/N=C/N3CCCC3)c(C#N)c2-c2ccc(OC)cc2)cc1	6.9	16.7
COc1ccc(CNC(=O)c2ccc(Cl)c(S(=O)(=O)N3CCCCCC3)c2)cc1	-30.1	38.2
CCCC(=O)Nc1ccc2c(c1)COC2=O	-9.9	2.5
Cc1c(OCC(F)(F)F)ccnc1CSc1nc2ccccc2[nH]1	1.1	-5.3
O=C(Nc1ccc(Cl)cc1-c1nc2ccccc2s1)c1ccco1	15.8	6.4
O=C(Cc1ccc(S(=O)(=O)N2CCOCC2)s1)N1CCN(S(=O)(=O)c2cccc([N+](=O)[O-])c2)CC1	-5.8	1.7
CSc1snc(SCC(N)=O)c1C#N	23.6	-11.8
COc1ccc(CN(C)C(=O)C2CSC3(C)CCC(=O)N23)cc1 (stereo not given)	-22.4	8.4
Cc1ccc(OCCCCCN2CCOCC2)cc1	-7.0	6.7

As a short view, part of the list above:
SMILES	H9c2 TAG inh	H9c2 TAG inh DAPI viability
COc1ccc(-c2oc(/N=C/N3CCCC3)c(C#N)c2-c2ccc(OC)cc2)cc1	6.9	16.7
COc1ccc(CNC(=O)c2ccc(Cl)c(S(=O)(=O)N3CCCCCC3)c2)cc1	-30.1	38.2
CCCC(=O)Nc1ccc2c(c1)COC2=O	-9.9	2.5
Cc1c(OCC(F)(F)F)ccnc1CSc1nc2ccccc2[nH]1	1.1	-5.3

(continued)
SMILES	H9c2 TAG inh	H9c2 TAG inh DAPI viability
Cc1ccc(N2CCN(S(=O)(=O)c3ccc(F)c(C)c3)CC2)c(C)c1	-13.2	0.5
COC(=O)c1ccc(S(=O)(=O)N2CCCN(Cc3ccccc3)CC2)n1C	-5.2	-3.6
COc1ccc(S(=O)(=O)N2CCCCCC2)cc1C(=O)N1CCN(c2ccccc2C)CC1	9.0	2.9
Cc1cc(C=O)c(C)n1-c1sc2c(c1C(=O)O)CCCC2	8.6	0.0
CCCCCC(=O)NC(=S)Nc1cccc(-c2nc3ncccc3o2)c1	-2.2	3.4
CC(NC(=O)CN1C(=O)NC2(CCCC2)C1=O)c1ccc2ccccc2c1 (stereo not given)	5.0	3.6
O=C(Nc1cnc2ccccn2c1=O)c1ccc(Cl)cc1Cl	9.8	-11.0
O=C(COC(=O)c1ccc2c(c1)OCO2)NC1CCCCC1	-3.5	4.3
O=C(O)CCc1ccc(-c2cccs2)n1CC1CCCO1 (stereo not given)	1.7	6.1
COc1ccc(C(=O)Nc2ccc(N3CCCC3)cc2)cc1Br	-7.4	2.5
CC1(c2ccccc2)NC(=O)N(CC(=O)Nc2ccccc2N2CCCC2)C1=O (stereo not given)	-7.6	-1.2
O=C(Nc1ccncc1)c1cccc2ccccc12	12.2	-4.5
Cc1nc(-c2ccc(NC(=O)c3cccs3)cc2)cs1	-1.0	3.5
Cn1cccc1CC(=O)N/N=C/c1ccc([N+](=O)[O-])cc1	-0.2	-9.3
COc1cccc(NC(=O)CN(C)C(=O)c2cc(S(=O)(=O)N3CCCCC3)ccc2Cl)c1	12.9	2.6
CC1(C)CC(=O)C(C2C3=C(CC(C)(C)CC3=O)Oc3ccccc32)C(=O)C1 (stereo not given)	-10.1	-4.6
O=C(CN(c1ccc(F)cc1)S(=O)(=O)c1ccc2c(c1)OCCO2)N1CCOCC1	4.4	-7.8
O=C(COC(=O)Cc1c[nH]c2ccccc12)Nc1ccccc1	3.9	14.2
COc1cc(C(=O)NCCc2ccc(S(N)(=O)=O)cc2)ccc1OCc1c(C)noc1C	14.2	-4.0
O=C(NCc1ccncc1)C(=O)NCC1OCCN1S(=O)(=O)c1ccccc1 (stereo not given)	7.7	4.2
CCc1ccccc1N1CCN(S(=O)(=O)c2ccc(F)c(C)c2)CC1	25.1	-0.6
COc1ccc(C(=O)Nc2ccccc2C(=O)N/N=C/c2ccncc2)cc1OC	2.5	-1.1
CC1CCN(C(=O)COC(=O)C23CC4CC(CC(O)(C4)C2)C3)CC1	8.1	10.3
CNc1c(N)c(=O)oc2ccccc12	-4.1	16.5
COCCN(C(=O)c1ccccc1OC)c1nnc(C)s1	3.1	0.6
COc1ccc(C)cc1-n1nnnc1SCC1CCCO1 (stereo not given)	-6.3	-1.5
COc1cc(OC)cc(C(=O)NC(C(=O)Nc2ccc3c(c2)CCC3)C(C)C)c1 (stereo not given)	7.2	-7.0
O=C(CN(c1ccccc1Cl)S(=O)(=O)c1ccccc1)N/N=C/c1ccccc1C(=O)O	1.0	-7.1
Cc1ccc(OCC(=O)NNC(=O)C2CSC3(C)CCC(=O)N23)cc1 (stereo not given)	-0.5	-5.6
O=C(COC(=O)c1n[nH]c2ccccc12)Nc1ccccc1F	-1.0	4.6

Some of the entries so far, with two lines to a compound.
Each structure is followed by: H9c2 TAG inh, H9c2 TAG inh DAPI viability
> CC(NC(=O)CN1C(=O)NC2(CCCC2)C1=O)c1ccc2ccccc2c1 (stereo not given)
 : 5.0, 3.6
> O=C(Nc1cnc2ccccn2c1=O)c1ccc(Cl)cc1Cl
 : 9.8, -11.0
> O=C(COC(=O)c1ccc2c(c1)OCO2)NC1CCCCC1
 : -3.5, 4.3
> O=C(O)CCc1ccc(-c2cccs2)n1CC1CCCO1 (stereo not given)
 : 1.7, 6.1
> COc1ccc(C(=O)Nc2ccc(N3CCCC3)cc2)cc1Br
 : -7.4, 2.5
> CC1(c2ccccc2)NC(=O)N(CC(=O)Nc2ccccc2N2CCCC2)C1=O (stereo not given)
 : -7.6, -1.2
> O=C(Nc1ccncc1)c1cccc2ccccc12
 : 12.2, -4.5
> Cc1nc(-c2ccc(NC(=O)c3cccs3)cc2)cs1
 : -1.0, 3.5
> Cn1cccc1CC(=O)N/N=C/c1ccc([N+](=O)[O-])cc1
 : -0.2, -9.3
> COc1cccc(NC(=O)CN(C)C(=O)c2cc(S(=O)(=O)N3CCCCC3)ccc2Cl)c1
 : 12.9, 2.6
> CC1(C)CC(=O)C(C2C3=C(CC(C)(C)CC3=O)Oc3ccccc32)C(=O)C1 (stereo not given)
 : -10.1, -4.6
> O=C(CN(c1ccc(F)cc1)S(=O)(=O)c1ccc2c(c1)OCCO2)N1CCOCC1
 : 4.4, -7.8
> O=C(COC(=O)Cc1c[nH]c2ccccc12)Nc1ccccc1
 : 3.9, 14.2
> COc1cc(C(=O)NCCc2ccc(S(N)(=O)=O)cc2)ccc1OCc1c(C)noc1C
 : 14.2, -4.0
> O=C(NCc1ccncc1)C(=O)NCC1OCCN1S(=O)(=O)c1ccccc1 (stereo not given)
 : 7.7, 4.2
> CCc1ccccc1N1CCN(S(=O)(=O)c2ccc(F)c(C)c2)CC1
 : 25.1, -0.6
> COc1ccc(C(=O)Nc2ccccc2C(=O)N/N=C/c2ccncc2)cc1OC
 : 2.5, -1.1
> CC1CCN(C(=O)COC(=O)C23CC4CC(CC(O)(C4)C2)C3)CC1
 : 8.1, 10.3
> CNc1c(N)c(=O)oc2ccccc12
 : -4.1, 16.5
> COCCN(C(=O)c1ccccc1OC)c1nnc(C)s1
 : 3.1, 0.6
> COc1ccc(C)cc1-n1nnnc1SCC1CCCO1 (stereo not given)
 : -6.3, -1.5
> COc1cc(OC)cc(C(=O)NC(C(=O)Nc2ccc3c(c2)CCC3)C(C)C)c1 (stereo not given)
 : 7.2, -7.0

(cont.)
SMILES	H9c2 TAG inh	H9c2 TAG inh DAPI viability
CC(C)NC(=O)Cn1nnc(-c2cccc(NC(=O)c3ccccc3F)c2)n1	-15.3	5.0
O=c1cc(-c2ccccc2Cl)oc2c(NS(=O)(=O)c3cccs3)ccc(O)c12	-7.3	2.7
O=C(NCCCN1CCN(c2cccc(Cl)c2)CC1)c1nc(-c2ccncc2)no1	-13.0	14.4
CCOc1cccc(N2C(=O)CC(N3CCC(C(N)=O)(N4CCCCC4)CC3)C2=O)c1 (stereo not given)	-6.0	15.7
CCCOc1ccc(CC(=O)NNC(=S)Nc2ccccc2)cc1Br	-0.1	-0.7
COC(=O)Cn1c(=O)c2c(nc(Br)n2Cc2ccccc2Cl)n(C)c1=O	-16.0	-5.1
COc1ccc(C2c3ccsc3CCN2C(=O)NC(C)(C)C)cc1 (stereo not given)	8.9	-4.9
[O-]/[N+](=C\c1ccccc1)c1ccccc1	-1.2	-1.7
CC(C)c1ccc(NC(=O)C(=O)C2C(=O)Nc3ccccc32)cc1 (stereo not given)	0.8	1.7
COc1ccc(S(=O)(=O)Nc2cc3c4c(c2)CCC(=O)N4CCC3)cc1	-8.9	4.4
COc1ccc(C(=O)OCC(=O)Nc2ccc3c(c2)OCO3)cc1S(=O)(=O)N1CCOCC1	-8.1	-1.5
CCOc1ccc(N(CC(=O)Nc2cccc(Cl)c2)S(=O)(=O)c2c(C)noc2C)cc1	-16.3	8.3
CCOC(=O)N1CCN(C(=O)CSc2nc(=O)n3ccc(C)cc3n2)CC1	11.0	-3.9
CCOC(=O)/C(C#N)=C/c1c(Oc2cccc(C)c2)nc2ccccn2c1=O	6.3	-5.5
COC(=O)c1ccc(/C=C/C(=O)OCC(=O)Nc2ncc(Cl)cc2Cl)cc1	-2.4	7.2
COc1cc(OC)c2c(c1)OC(=O)CC2c1ccc2c(c1)OCO2 (stereo not given)	-3.2	-6.3
CC(=O)c1ccc(S(=O)(=O)N2CCC3(CC2)CC(=O)c2ccccc2O3)cc1	-2.8	-2.1
COc1ccc(NC(=S)N2c3ccccc3CC2C)cc1OC (stereo not given)	-6.0	7.9
COc1cc(/C=C2\C(=N)N3N=C(N4CCOCC4)SC3=NC2=O)ccc1OC(=O)c1ccccc1	-4.0	-0.4
Cc1cc(C)cc(OCC(=O)N/N=C/c2ccc([N+](=O)[O-])o2)c1	-20.1	-3.8
N#CCCn1c(=S)[nH]c2ccccc21	0.4	-4.6

The list is partial. The share of hits here may be higher or lower than overall.
